Screens as filed in PubChem BioAssay.
Epigenetic reg – regulators of epigenetic silencing causing reporter derepression in mouse cells. murine LDR cells, GFP reporter derepression, 30 h. Potency, µM (top dose mostly 53.9 µM), for inactives: at the highest dose GFP activation, usual class: activators. 280,000 tested, 0.2% active; also: potency is read from the fitted curve at half-maximal effect; % of control where 0% means no effect; nearly all actives have a fitted effect of over 60% in size
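GFP-positive cell count by laser-scanning cytometry (objects 20–120 um) after 30 h, 37 C compound exposure of murine LDR cells; reporter is CMV-GFP integrated at a silenced locus, inducible by HDAC or DNMT inhibitors.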
Luc counter – counter-screen: inhibitors of Kinase-Glo firefly luciferase; Q27757; Kinase-Glo luciferase, ATP luminescence, 8 min; Potency, µM (doses to about 38.3 µM), for inactives: top-dose activity change, negative = inhibition, actives largely listed as inhibitors; 200,000 tested, 0.28% active; AID 1379; also: potency is read from the fitted curve at half-maximal effect; % is scaled to controls: 0 for no effect and ±100 for the full control effect; nearly all actives have a fitted effect of over 60% in size
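Compounds were added to a substrate mix at pH 7.2 (50 mM imidazole, 10 uM ATP, within the enzyme's linear range), followed by Kinase-Glo detection reagent; luminescence was measured after 8 minutes at ambient temperature.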
LMNA splice mod – modulators of lamin A splicing. AID 1487. 200,000 tested, 0.01% active. HeLa LMNA splicing GFP/RFP minigene ratio, 48 h. Potency, µM (series often up to 46.1 µM), inactives show at the highest dose ratio change, negative = inhibition, usual class: inhibitors; active = well fitted inhibition curve with a large enough effect in the signal ratio, with a control signal flat, not every such curve was filed as active; inconclusive = small, poorly fitted or top-dose-only effect, or effect the other way, or a change in a side signal; the % refers to the signal ratio; also: potency is read from the fitted curve at half-maximal effect; % is scaled to controls: 0 for no effect and ±100 for the full control effect
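Read-out is the ratio of GFP to DsRed2 object intensity, acquired by 488 nm laser-scanning cytometry on HeLa lamin A-EGFP minigene reporter cells. Compound incubation 48 hrs at 37 °C in Opti-MEM with 2% FBS; DMSO 0.5% final.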
CBFb-RUNX1 inh – CBF-beta/RUNX1 interaction disruption | Potency, µM (series often up to 59.8 µM), inactives show top-dose activity, negative = inhibition, actives largely listed as inhibitors | AlphaScreen CBFb-His/RUNX1-biotin binding, biochemical | Q01196+Q13951 | 230,000 tested, under 10 active; also: % of control where 0% means no effect
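AlphaScreen binding: CBFb-His and RUNX1-biotin (30 nM each) preincubated 20 min, compound added for 15 min, then nickel and streptavidin beads for 90 min, all at room temperature. Disruption of the interaction by any mechanism counts as activity.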
IMPase Li cell – IMPase inhibition in cells with lithium potentiation; Potency, µM (titrated, usually from 59.4 µM), for inactives: at the highest dose activity, negative = IMPase inhibition, actives largely listed as inhibitors; 210,000 tested, 0.35% active; CHO-M1 cells, IP1 TR-FRET (IP-One), carbachol + lithium;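 also: IP1 builds up when IMPase is blocked and the TR-FRET signal falls; potency is read from the fitted curve at half-maximal effect; plate controls were basal vehicle for no effect and high inhibitor control for full effect; nearly all actives have a fitted effect of over 50% in size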
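CHO cells stably expressing M1 receptor (2000/well, cultured 16–30 h) treated 30 min at 37C with compound plus low lithium. Cytosolic IP1 by TR-FRET (665/620 ratio and 620 channel) after 10 min lysis; AC50 by Hill fit.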
NPSR antagonist – blocks cAMP signaling of the human neuropeptide S receptor; 220,000 tested, 1% active; CHO-NPSR cells, cAMP TR-FRET, antagonist mode; Potency, µM (series often up to 38.3 µM), for inactives: at the top dose activity change, negative = inhibition, usual class: inhibitors; AID 1461; also: potency is read from the fitted curve at half-maximal effect; % is scaled to controls: 0 for no effect and ±100 for the full control effect; nearly all actives have a fitted effect of over 50% in size; many of its hits are not listed in these tables
Target sequence (Q6W5P4 whole entry, looked up): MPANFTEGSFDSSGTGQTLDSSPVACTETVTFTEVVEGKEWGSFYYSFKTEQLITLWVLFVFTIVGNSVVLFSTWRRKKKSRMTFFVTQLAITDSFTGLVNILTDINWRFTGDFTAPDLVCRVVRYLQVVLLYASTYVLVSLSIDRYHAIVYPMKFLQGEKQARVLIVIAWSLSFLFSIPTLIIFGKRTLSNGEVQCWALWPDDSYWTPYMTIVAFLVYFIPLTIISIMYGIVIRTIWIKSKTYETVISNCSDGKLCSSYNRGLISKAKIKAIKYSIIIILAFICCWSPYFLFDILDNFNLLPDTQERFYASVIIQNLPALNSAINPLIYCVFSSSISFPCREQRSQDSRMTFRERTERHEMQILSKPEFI
GLA spleen mod – inhibitors or activators of human alpha-galactosidase in spleen homogenate. AID 2107. 240,000 tested, 0.008% active. Potency, µM (series often up to 80 µM), inactives show at the highest dose activity change, negative = inhibition, most hits filed as inhibitors. P06280. human spleen homogenate, 4MU-alpha-Gal fluorescence, 40 min;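 also: potency is read from the fitted curve at half-maximal effect; 0% = enzyme with vehicle and -100% = no enzyme basal signal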
Target sequence (P06280 32-429 limits assumed): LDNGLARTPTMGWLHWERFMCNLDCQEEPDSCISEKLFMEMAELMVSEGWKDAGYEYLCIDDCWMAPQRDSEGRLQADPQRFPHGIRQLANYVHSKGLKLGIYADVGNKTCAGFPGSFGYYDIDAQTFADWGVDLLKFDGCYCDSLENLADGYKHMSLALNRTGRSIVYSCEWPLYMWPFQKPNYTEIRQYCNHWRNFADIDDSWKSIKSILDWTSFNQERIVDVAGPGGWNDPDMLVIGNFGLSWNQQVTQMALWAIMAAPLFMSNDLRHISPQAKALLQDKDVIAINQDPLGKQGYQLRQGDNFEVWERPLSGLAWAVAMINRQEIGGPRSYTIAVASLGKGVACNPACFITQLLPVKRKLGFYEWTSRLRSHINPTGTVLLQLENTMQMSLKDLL
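Fluorogenic readout (Ex 365/Em 440 nm) of 4-methylumbelliferone released from 1 mM 4-MU-alpha-galactoside by spleen homogenate, 40 min at 37C, pH 5.0. Data normalized to no-enzyme and enzyme controls; Hill-equation AC50 from compound titrations.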
* = called active by the depositor; ? = inconclusive; · = no result given; & = joins results of further samples; [ ] = dose if it differs, or a comment. Unless noted, calls follow the shape of the dose curve; as a rule, active = well fitted curve in the direction sought with a large enough effect; inconclusive = small, poorly fitted or top-dose-only effect, or another doubt; inactive = no such curve, though single readings can be large; an effect the other way counts as inactive or inconclusive. Some of the compounds tested, so the mix of outcomes need not match the whole.

SMILES,Epigenetic reg,Luc counter,LMNA splice mod,CBFb-RUNX1 inh,IMPase Li cell,NPSR antagonist,GLA spleen mod
CCO[C@@H]1OC(C(=O)N2CCCCCCC2)=C[C@H](c2csc3ccccc23)[C@H]1CCCO,-0.7%,·,·,1%,16%,48%,5%
CC12CC[C@@](C(=O)O)(C(=O)C1=O)C2(C)C,0.0%,-2%,·,11%,7%,·,4%
COc1cccc(N=Nc2c(N)[nH]n3c(=O)cc(-c4ccccc4)nc23)c1,-3.2%,4%,-9%,-14%,0%[38.3 µM],-29%[46.1 µM],-5%
CCN(CC)CCOC(=O)C1(c2ccc([N+](=O)[O-])cc2)CCCC1,1.1%,2%,?,16%,-13%&40%&-13%,·,-15%
C#CCN1C(=O)C(O)(CC(=O)c2ccc(OC)c(OC)c2)c2ccccc21 (centres undefined),3.2%,5%,-16%,2%,21%[38.3 µM],-2%[46.1 µM],4%
CCOc1ccccc1-n1c(N)c(C(N)=O)sc1=S,-0.9%,1%,11%,0%,-25%[38.3 µM],4%[46.1 µM],-7%
Cc1ccc(S(=O)(=O)N2c3cc(C)ccc3OCC2C(C)(C)C)cc1 (centres undefined),-0.9%,2%,?,13%,7%,-14%[46.1 µM],-7%
O=C(Nc1nc(-c2ccc3c(c2)OCO3)cs1)c1ccncc1,-1.0%,-3%,?,20%,7%[38.3 µM],-24%[46.1 µM],8%
C#CCn1cc(/C=N/Nc2nc3ccccc3[nH]2)c2ccccc21,1.0%,4%,?,9%,12%,13µM*,-1%
O=C1c2ccccc2C(=O)N1n1cccc1,0.1%,0%,1%,-4%,-3%,13%,2%
O=C(NNC(=O)c1cc(-c2ccc(Cl)c(Cl)c2)nc2ccccc12)Nc1ccccc1,2.3%,-3%,1%,-5%,1%[38.3 µM],?,-5%
COc1ccc(-c2nnc3n2C(C)(C)Cc2cc(OC)c(OC)cc2-3)cc1,0.0%,-1%,-2%,4%,3%[38.3 µM],-5%[46.1 µM],-19%
CCOCCCNC(=S)N1C2CCC1CC(NC(=O)NC13CC4CC(CC(C4)C1)C3)C2 (centres undefined),4.1%,3%,-5%,5%,-3%[38.3 µM],-22%[46.1 µM],-4%
COc1ccc(NC(=O)CSc2ccccn2)cc1,-0.1%,-4%,-8%,6%,5%,-13%[46.1 µM],0%
CCOC(=O)Cc1cc(-c2ccccc2)nc2ccc3ccccc3c12,1.1%,7%,0%,24%,19%[38.3 µM],-18%[46.1 µM],7%
COC(=O)C1=C(CSc2nc3ccccc3s2)NC(=O)NC1c1ccc(F)cc1 (centres undefined),5.0%,-2%,?,12%,17%,-16%,?
O=C(O)c1ccccc1C1=Nc2ccc(O)cc2Oc2cc(O)ccc21,1.5%,-1%,1%,0%,9%[38.3 µM],11%[46.1 µM],7%
O=C(O)/C=C\C(=O)Nc1ccccc1C#Cc1ccccc1,-0.9%,5%,?,7%,-3%,-2%[46.1 µM],5%
O=S(=O)(Nc1cccnc1Cl)c1ccc2c(c1)OCCO2,-2.3%,1%,7%,-3%,-11%[38.3 µM],-5%[46.1 µM],-3%
COc1ccc(C(CCc2ccc(C)o2)NC(=O)Nc2ccc(OC)cc2OC)cc1 (centres undefined),0.0%,-1%,1%,-14%,16%[38.3 µM],-29%[46.1 µM],0%
CCC1(C)Cc2c(sc3c2c(=O)n(C)c2nnc(SCc4ccc5c(c4)OCO5)n32)CO1 (centres undefined),0.7%,13%,-3%,2%,-1%[38.3 µM],?,2%
CC(=O)Nc1ccc(NS(=O)(=O)c2ccccc2)cc1,0.2%,12%,·,0%,-6%,8%,1%
Cc1onc(-c2ccccc2)c1C(=O)Nc1nnc(COc2ccc(Cl)cc2)s1,-1.0%,2%,?,1%,7%[38.3 µM],-15%[46.1 µM],-7%
Cc1ccc(N(CC(=O)Nc2cccc(C)c2)S(=O)(=O)c2cccc3nonc23)cc1,-1.8%,·,?,?,·,?,1%
CCN(CC)C(=O)Cc1cc(C(=O)O)c2ccccc2n1,-1.0%,0%,-5%,2%,13%[38.3 µM],-4%[46.1 µM],1%
Cc1ccccc1-n1nc(C(=O)O)cc1-c1ccccc1,0.7%,2%,12%,-1%,3%[38.3 µM],-5%[46.1 µM],-7%
COc1cc(OC)cc(C(=O)NC(=S)N2CCCCCC2)c1,0.9%,-2%,·,-3%,5%,8%,2%
COc1cc(NC(=O)c2cccc(Cl)c2)c(OC)cc1NC(=O)CN1CCCCC1,-0.1%,0%,13%[46 µM],8%,1%,-8%,-5%
Clc1ccc(SCCCCN2CCNCC2)cc1,1.9%,-4%,?,-1%,-7%,20%,3%
CCOC(=O)/C=C/C(=O)OCC(=O)Nc1ccc(C)cc1,1.2%,1%,-7%[46 µM],3%,5%,17%,-5%
CCCCn1c(=N)n(CC(O)c2ccccc2)c2ccccc21 (centres undefined),2.4%,·,·,11%,·,-10%,13%
O=C(Nc1cccc(Cl)c1)OCc1cnc(Cl)s1,-0.5%,-4%,-2%,9%,15%[38.3 µM],-4%[46.1 µM],6%
Cc1cc(=O)oc2cc(OCC(=O)N3c4ccccc4CC3C)ccc12 (centres undefined),2.8%,-4%,?,14%,-1%[38.3 µM],2%[7.67 µM],10%
Cc1ccc(N(C(=O)Cn2nnc3ccccc32)C(C(=O)NCc2ccco2)c2cccnc2)cc1 (centres undefined),2.4%,·,0%,2%,·,-15%[46.1 µM],-11%
O=S(=O)(NCc1ccc2c(c1)OCO2)c1cccc2nsnc12,11%,·,·,-3%,·,7%,-4%
CC(=O)N1CCc2cc(S(=O)(=O)NC(CC(C)C)C(=O)N3CCc4ccccc4C3)ccc21 (centres undefined),0.0%,-3%,13%,6%,10%[38.3 µM],?,7%
O=C(COc1ccccc1F)N1c2ccccc2CCc2ccccc21,-1.0%,5%,-3%,0%,14%,-25%,4%
COc1ccccc1NCc1nnc(SCC(=O)N/N=C/c2ccco2)n1-c1ccc(Cl)cc1Cl,0.0%,0%,-4%,-8%,6%[38.3 µM],-8%[46.1 µM],-4%
CC(=O)c1nnn(-c2cccc([N+](=O)[O-])c2)c1C,1.0%,-2%,·,9%,0%,37%,5%
O=[N+]([O-])c1ccc(C2=Nn3cnnc3SC2)cc1,-1.4%,·,·,-5%,·,14%,10%
CCN(CC)S(=O)(=O)c1ccc(C(=O)NCCc2ccccn2)cc1,-0.4%,0%,-16%[46 µM],3%,6%,3%,6%
Cc1ccc(O)c(C(=O)c2cnc3c(c2)CN(CCC(C)C)C(=O)N3)c1,-4.1%,-4%,?,-5%,-3%[38.3 µM],-15%[46.1 µM],-2%
C#CCOc1nc(OCC#C)nc(OCC#C)n1,-0.4%,0%,8%,3%,2%[38.3 µM],9%[46.1 µM],1%
COCCOC(=O)C1=C(C)NC(=O)NC1c1cccs1 (centres undefined),-0.9%,0%,19%,0%,-2%[38.3 µM],-5%[46.1 µM],6%
CCc1nn(-c2cc(Oc3ccccc3)nc(-c3ccccc3)n2)c(N)c1C#N,1.7%,17%,6%,11%,8%[38.3 µM],-5%[46.1 µM],5%
Cc1cc(OCC(=O)NC(C)C)ccc1Cl,-0.2%,-1%,-16%[46 µM],2%,5%,16%,4%
CCCN1CCOC(CC(=O)Nc2ccc([N+](=O)[O-])cc2)C1=O (centres undefined),1.3%,3%,·,4%,-5%,0%,6%
Cn1c(=O)c([N+](=O)[O-])c(NCC2CCCO2)c2ccccc21 (centres undefined),-1.0%,·,·,1%,·,2%,1%
CCOC(=O)c1c(-c2ccc(F)cc2)csc1NC(=O)C1CC=CCC1C(=O)O (centres undefined),-0.2%,0%,-7%[46 µM],-2%,1%,-22%,4%
COc1ccc(OCC(=O)Nc2ccc(NC(=O)c3cccs3)c(OC)c2)cc1,-0.4%,3%,-3%[46 µM],-15%,12%,-7%,7%

Laid out differently: 2 of the compounds above.
Cc1ccccc1-n1nc(C(=O)O)cc1-c1ccccc1
- Epigenetic reg: 0.7%
- Luc counter: 2%
- LMNA splice mod: 12%
- CBFb-RUNX1 inh: -1%
- IMPase Li cell: 3%[38.3 µM]
- NPSR antagonist: -5%[46.1 µM]
- GLA spleen mod: -7%

COc1cc(OC)cc(C(=O)NC(=S)N2CCCCCC2)c1
- Epigenetic reg: 0.9%
- Luc counter: -2%
- LMNA splice mod: ·
- CBFb-RUNX1 inh: -3%
- IMPase Li cell: 5%
- NPSR antagonist: 8%
- GLA spleen mod: 2%

Further results follow.
SMILES,Epigenetic reg,Luc counter,LMNA splice mod,CBFb-RUNX1 inh,IMPase Li cell,NPSR antagonist,GLA spleen mod
CC(C)C(O)(C#CCN1CCCCCC1)c1ccccc1 (centres undefined),0.0%,-2%,3%[46 µM],2%,6%,11%,4%
O=C(Nc1ccc(N=Nc2ccccc2)cc1)c1ccc(Cl)cc1Cl,0.8%,2%,2%,-1%,-7%[38.3 µM],-6%[46.1 µM],-4%
O=C(O)/C=C/c1ccc(/C=C/C(=O)O)cc1,·,·,·,14%[21.7 µM],19%,·,-11%
CCN(CCCNC(=O)C1CCN(S(=O)(=O)c2cccc3nonc23)CC1)Cc1ccccc1,0.0%,0%,3%,5%,47%[activator][38.3 µM],10%[46.1 µM],2%
CCCOc1ccc(C(=O)NNC(=S)NC(=O)CC)cc1,1.2%,-1%,-25%,-3%,11%[38.3 µM],-28%[46.1 µM],-3%
COc1ccc(CN2C(=O)CC(Cc3ccc(C)cc3)C2=O)cc1OC (centres undefined),0.0%,2%,-14%,-1%,6%,-6%[46.1 µM],1%
CCCSc1cc(N2CCN(C)CC2)nc(-c2ccc(OC)cc2)n1,-0.8%,6%,-7%,-2%,34%[activator][38.3 µM],21%[46.1 µM],5%
CC(=C/c1ccccc1)/C=N/NC(=O)CSc1nc(C)cc(C)n1,-3.2%,1%,?,-4%,13%,-2%,2%
Cc1ccc(/C=N/Nc2nc(C)cc(C)n2)cc1,2.0%,·,·,2%,·,6%,6%
Cc1ccc(NC(=O)NNC(=O)C2CCN(Cc3ccc(F)cc3Cl)CC2)cc1,2.1%,-1%,·,14%,2%,-19%,0%
Cc1c(NC(=O)Nc2cccs2)cccc1[N+](=O)[O-],-2.2%,0%,?,-2%,-3%,16%,9%
CC1CCN(c2cc(N3CCC(C)CC3)c([N+](=O)[O-])cc2/C=C(\C#N)c2nn(-c3ccccc3)c(N)c2C#N)CC1,-1.3%,-3%,14%,-2%,-5%[38.3 µM],-17%[46.1 µM],-13%
